High-throughput results (PubChem BioAssay)
GPR151 ag: activators of human GPR151, primary screen, cell-based, PathHunter beta-arrestin, luminescence. PathHunter beta-arrestin GPR151 cells. activation, % at 11.2 µM. actives 1% (n = 650,000). G-protein coupled receptor 151 (Homo sapiens), Q8TDV0; in the data active = activation above about 4.9%;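 note: 0% = median of compound wells and 100% = cells with positive control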
Target sequence (Q8TDV0 whole entry, looked up): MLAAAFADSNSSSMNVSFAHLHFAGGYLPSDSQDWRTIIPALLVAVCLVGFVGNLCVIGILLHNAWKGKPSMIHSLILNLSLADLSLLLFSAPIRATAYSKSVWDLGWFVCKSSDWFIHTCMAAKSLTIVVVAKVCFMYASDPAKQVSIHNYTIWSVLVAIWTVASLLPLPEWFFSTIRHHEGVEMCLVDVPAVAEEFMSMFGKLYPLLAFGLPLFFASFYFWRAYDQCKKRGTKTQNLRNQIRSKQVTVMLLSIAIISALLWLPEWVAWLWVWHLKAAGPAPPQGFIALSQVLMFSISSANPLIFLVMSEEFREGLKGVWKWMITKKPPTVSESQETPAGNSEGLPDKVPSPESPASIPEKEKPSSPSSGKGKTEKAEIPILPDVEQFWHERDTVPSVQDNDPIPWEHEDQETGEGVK
TEAD-YAP block: TEAD-YAP interaction inhibition, primary screen, TEAD-YAP interaction inhibitor project, luminescence, HEK-TIYL cells; TEAD-Gal4/YAP UAS-luciferase luminescence; AID 1259422, 2018; actives 1.4% (n = 640,000); inhibition, % at 9.12 µM; in the data active = inhibition above about 32%;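 note: 0% = median of test compound wells and 100% = reference inhibitor wells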
MITF primary: MITF inhibitors, primary screen, biochemical, AlphaScreen, human | Microphthalmia-associated transcription factor (Homo sapiens), O75030 | AlphaScreen MITF homodimerization, bead proximity signal | inhibition, % at 2.6 µM | actives 0.91% (n = 650,000) | AID 1259374, 2018; in the data active = inhibition above about 50%;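 note: 0% = vehicle wells with protein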
Target sequence (O75030 whole entry, looked up): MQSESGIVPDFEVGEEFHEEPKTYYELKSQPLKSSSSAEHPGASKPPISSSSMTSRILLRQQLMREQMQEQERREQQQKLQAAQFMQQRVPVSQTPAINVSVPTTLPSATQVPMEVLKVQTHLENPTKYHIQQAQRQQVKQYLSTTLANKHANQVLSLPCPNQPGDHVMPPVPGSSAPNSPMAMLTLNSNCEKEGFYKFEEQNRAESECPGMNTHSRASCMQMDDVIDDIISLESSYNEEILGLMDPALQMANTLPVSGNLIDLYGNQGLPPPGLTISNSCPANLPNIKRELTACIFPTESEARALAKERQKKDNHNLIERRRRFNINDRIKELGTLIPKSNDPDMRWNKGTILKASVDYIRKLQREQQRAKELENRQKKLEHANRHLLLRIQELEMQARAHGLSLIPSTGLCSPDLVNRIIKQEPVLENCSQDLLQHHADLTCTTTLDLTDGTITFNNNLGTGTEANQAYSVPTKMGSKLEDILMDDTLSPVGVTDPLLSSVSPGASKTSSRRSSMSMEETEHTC
FBW7 activator: FBW7 E3 ligase activators, primary screen, biochemical, AlphaScreen, human. F-box/WD repeat-containing protein 7 (Homo sapiens), Q969H0. AlphaScreen FBW7–phospho-cyclin E peptide binding, activator screen. normalized activity (activation), % at 26.1 µM. actives 0.13% (n = 650,000). AID 1259310, 2017; in the data active = normalized activity above about 1.9%;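 note: purified mutant Fbw7 with reduced substrate affinity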
* = called active by the depositor; . = not tested or not shown; & = joins results of further samples. Outcome played no part in choosing rows. About 3.5% of those tested had a hit in this group.

Preview, 16 compounds:
SMILES	GPR151 ag	TEAD-YAP block	MITF primary	FBW7 activator
COc1cccc(/C=N/NC(=O)C(O)(c2ccccc2)c2ccccc2)c1OC	2.5	-5	16	0.1
COC1(C#C[C@@H]2C=C[C@H](OC(C)=O)[C@@H](COC(C)=O)O2)CCCCC1	-0.3	.	-17	0.0
O=C(/C=C(\O)c1ccc(F)cc1)C(=O)Nc1ccc(Cl)cc1	0.7	-40	14	0.1
CSc1ncc(S(C)(=O)=O)c(-c2ccc(C(F)(F)F)cc2)n1	-0.1	-5	-3	-0.3
CCOc1cc(/C=C2/SC(=Nc3ccc(C)cc3)NC2=O)ccc1OCc1ccccc1	-0.1	-4	4	0.0
Cc1c(C(N)=O)sc2ncn(Cc3c(Cl)cccc3Cl)c(=O)c12	-0.6	4	7	0.0
O=C1N[C@@H](Cc2ccccc2)C(=O)N2CCN(C(=O)c3ccc(F)cc3)C[C@H]12	0.2	5	9	0.0
Cn1cc(CCC(=O)N2CCC(CO)(CCc3ccccc3)CC2)cn1	1.2	-3	-8	-0.2
O=C(c1ccccc1Cl)N1CCN(S(=O)(=O)c2cccc([N+](=O)[O-])c2)CC1	3.8	17	14	0.5
CCc1ccc(N=C2NC(=O)CS2)cc1	1.4	4	2	0.9
Cc1ccc(NC(=O)CCOc2ccccc2)cc1	0.8	-57	-5	0.0
CCCc1cc(=O)[nH]c(Nc2ccc(O)cc2C)n1	-0.9	-6	4	0.1
Nc1ccc(C(=O)NCc2ccccn2)cc1[N+](=O)[O-]	0.6	-7	4	0.0
COc1cc(CN(C(=S)NCC(=O)NC2CCCCC2C)C2CCCC2)cc(OC)c1OC (stereo not drawn)	0.9	1	-1	0.0
COCOc1cc(OC)ccc1C(=O)/C=C/c1ccc2c(c1)OCO2	0.6	.	12	0.0
CCc1cnc2c(c1NCc1ccccc1OC)c(=O)n(C)c(=O)n2C	0.2	5	2	-0.1

All compounds of this part, from the start:
SMILES	GPR151 ag	TEAD-YAP block	MITF primary	FBW7 activator
COc1cccc(/C=N/NC(=O)C(O)(c2ccccc2)c2ccccc2)c1OC	2.5	-5	16	0.1
COC1(C#C[C@@H]2C=C[C@H](OC(C)=O)[C@@H](COC(C)=O)O2)CCCCC1	-0.3	.	-17	0.0
O=C(/C=C(\O)c1ccc(F)cc1)C(=O)Nc1ccc(Cl)cc1	0.7	-40	14	0.1
CSc1ncc(S(C)(=O)=O)c(-c2ccc(C(F)(F)F)cc2)n1	-0.1	-5	-3	-0.3
CCOc1cc(/C=C2/SC(=Nc3ccc(C)cc3)NC2=O)ccc1OCc1ccccc1	-0.1	-4	4	0.0
Cc1c(C(N)=O)sc2ncn(Cc3c(Cl)cccc3Cl)c(=O)c12	-0.6	4	7	0.0
O=C1N[C@@H](Cc2ccccc2)C(=O)N2CCN(C(=O)c3ccc(F)cc3)C[C@H]12	0.2	5	9	0.0
Cn1cc(CCC(=O)N2CCC(CO)(CCc3ccccc3)CC2)cn1	1.2	-3	-8	-0.2
O=C(c1ccccc1Cl)N1CCN(S(=O)(=O)c2cccc([N+](=O)[O-])c2)CC1	3.8	17	14	0.5
CCc1ccc(N=C2NC(=O)CS2)cc1	1.4	4	2	0.9
Cc1ccc(NC(=O)CCOc2ccccc2)cc1	0.8	-57	-5	0.0
CCCc1cc(=O)[nH]c(Nc2ccc(O)cc2C)n1	-0.9	-6	4	0.1
Nc1ccc(C(=O)NCc2ccccn2)cc1[N+](=O)[O-]	0.6	-7	4	0.0
COc1cc(CN(C(=S)NCC(=O)NC2CCCCC2C)C2CCCC2)cc(OC)c1OC (stereo not drawn)	0.9	1	-1	0.0
COCOc1cc(OC)ccc1C(=O)/C=C/c1ccc2c(c1)OCO2	0.6	.	12	0.0
CCc1cnc2c(c1NCc1ccccc1OC)c(=O)n(C)c(=O)n2C	0.2	5	2	-0.1
Cc1cccc(C(=O)N/C(=C\c2ccc([N+](=O)[O-])cc2)C(=O)Nc2ccc(C)c(F)c2)c1	-0.2	-1	-2	0.0
COc1cc(/C=C2\N=C(C34CC5CC(CC(C5)C3)C4)OC2=O)ccc1OC(C)=O	-0.2	3	-17	0.0
COc1cc(C(=O)Oc2ccc(/C=N/NC(=O)c3ccncc3)cc2)cc(OC)c1OC	-3.1	6	22	0.1
CC1CCC(N2CC(=O)N(C3CCCCCCC3)C(c3ccc(F)cc3)C2=O)CC1 (stereo not drawn)	-0.9	-2	-8	-0.1
COc1ccc(C2CC(C(F)(F)F)n3nc(C(=O)N4CCOCC4)c(Cl)c3N2)cc1OC (stereo not drawn)	-0.5	5	2	0.0
O=c1[nH]cnc2scc(-c3cccc([N+](=O)[O-])c3)c12	-0.4	5	9	-0.1
COCCN1C(=O)c2ccccc2C(C(=O)Nc2ccc(F)cc2)C1c1ccc(F)cc1 (stereo not drawn)	-0.2	1	-5	0.6
COc1ccccc1-n1c(CNC(=O)c2ccc([N+](=O)[O-])cc2)nnc1SCC(=O)N1N=C(c2cccs2)CC1c1ccc(F)cc1 (stereo not drawn)	1.8	4	7	-0.1
CC(=O)NC1(c2cccc(F)c2)CCN(Cc2ccccn2)CC1	-0.5	-3	2	0.0

The results go on.
SMILES	GPR151 ag	TEAD-YAP block	MITF primary	FBW7 activator
COC(=O)COc1ccc2c(=O)c(Oc3ccccc3Cl)coc2c1	-1.0	-7	12	0.1
N#Cc1ccc(COc2ccc(S(=O)(=O)N3CCCC3)cc2[N+](=O)[O-])cc1	0.4	5	-4	0.1
Cc1noc(C)c1COc1ccc(C(=O)OC2CCOC2=O)cc1 (stereo not drawn)	0.2	-4	-3	0.1
COCCSc1nnc(NC(=O)Cc2ccc(OC)c(OC)c2)s1	-0.3	13	1	-0.1
COc1ccc(-c2nc3ccccc3c(C(=O)NCc3ccc(Cl)cc3)c2C)cc1	0.5	2	6	0.0
COc1cc(/C=C2\N=C(c3c(-c4ccccc4)noc3C)OC2=O)cc(OC)c1OC	-0.4	-6	-6	0.0
Cc1ccccc1-c1nnc(NC(=O)c2ccccc2Cl)s1	0.8	-28	7	-0.1
CC1CCCC(NC(=O)C2N(CCCN3CCCCC3)C(=O)C3C(C(=O)Nc4cccc(Cl)c4)C4C=CC32O4)C1C (stereo not drawn)	-1.2	2	6	0.0
COc1ccc(N2CCN(C(=O)c3ccc4c(c3)NC(=O)C(CSCc3ccc(C)cc3)N4)CC2)cc1 (stereo not drawn)	-0.3	10	-12	0.0
O=C(NCCCNc1ccc(Cl)cc1[N+](=O)[O-])c1cccc(Br)c1	-0.9	11	-2	0.1
CCOC(=O)C1C(c2cccc(F)c2)NC(=S)NC1(O)C(F)(F)F (stereo not drawn)	1.0	6	1	0.0
CCCC(=O)N1CCN(c2ccc(NC(C)=O)cc2)CC1	-1.1	4	-11	0.0
O=C(O)c1ccccc1CSc1nc2ccccc2[nH]1	-7.7	-9	-6	0.0
Cc1sc2ncn(CC(=O)Nc3ccccc3F)c(=O)c2c1S(=O)(=O)N1CCOCC1	-0.2	-3	-12	0.2
CCN(CC)CCNc1ccc(CO)c2sc3ccccc3c(=O)c12	2.2&0.3	34*	12&-12	-0.3&-0.3
COc1ccc(NC(=O)CN2C(=O)NC(c3ccccc3)(c3ccccc3)C2=O)cc1OC	2.0	-6	0	-0.1
C/C=C(/C)C(=O)OC1Cc2c(ccc3ccc(=O)oc23)OC1(C)C (stereo not drawn)	0.7	17	-10	-0.1
CCC(=O)OCCNc1cc(Sc2nccn2C)c2nonc2c1[N+](=O)[O-]	-0.3	10	-4	-0.2
CCOC(=O)CC(NC(=O)c1ccccc1C)c1ccc(C)cc1 (stereo not drawn)	0.8	-5	-3	-0.1
CCCS(=O)(=O)NCc1c(C)ncc2c1CCN(C(=O)C1CCCCN1C)C2 (stereo not drawn)	-1.4	-31	14	0.1
CC(=O)Oc1cc2c(=O)c3ccccc3sc2cc1C	-1.4	-30	17	0.4
C=CCSc1nc(N)c(C#N)cc1C#N	0.4	-2	4	0.1
CCc1ccc(-n2c(C)cc(/C=C3\C(=N)N4N=C(C)SC4=NC3=O)c2C)cc1	-1.6	-4	3	-0.1
Cc1ccc(Nc2ccc(NC(=O)c3ccccc3)cc2)nn1	-0.5	-24	5	0.2
Cc1nc(SCC(=O)Nc2nnc(C)s2)n[nH]1	0.9	-15	-11	0.1

More entries follow.
SMILES	GPR151 ag	TEAD-YAP block	MITF primary	FBW7 activator
O=C(O)CCn1cnc(-c2ccccc2)c1-c1ccccc1	-0.9	-5	-4	0.1
COCCNC(=O)c1ccc2c(=O)n(Cc3ccco3)c(SCC(=O)c3ccc(F)cc3)nc2c1	1.1	3	6	0.1
COc1c(Cl)cc(Cl)cc1/C=C(\C#N)c1nc(-c2ccccc2)cs1	-0.2	9	7	0.1
CCOC(=O)Cn1cc(-c2ccccc2)nn1	2.5	-1	15	0.0
CC(C)Cc1cn[nH]c1C1CCCN(Cc2ccn[nH]2)C1 (stereo not drawn)	0.4	6	-3	-0.2
CC(C)c1ccc2oc(-c3ccc(NC(=O)Cc4ccccc4)cc3)nc2c1	0.6	29	3	-0.2
COc1cccc(/C=C2/SC(N3CCN(C4=NC(=O)/C(=C\c5cccc(OC)c5)S4)CC3)=NC2=O)c1	-2.4	-1	-6	-0.1
O=C(Nc1nnc(COc2ccc(C3CCCCC3)cc2)s1)c1cccs1	0.2	-5	8	0.6
CCOc1ccccc1NC(=O)CSc1nc2ccc(N3C(=O)c4ccccc4C3=O)cc2s1	0.9	1	0	-0.2
O=C(CSc1ncc(-c2ccccc2)[nH]1)Nc1nc(-c2ccc(C3CCCCC3)cc2)cs1	0.8	-4	3	-0.2
COc1cccc(-n2c(SCC(=O)NC3CCCCC3)nc3n[nH]c(C)c3c2=N)c1	0.7	24	4	0.0
CC(=O)c1ccc(NC(=O)c2cc(-c3ccc(Cl)cc3)on2)cc1	4.8	-13	-10	-0.1
O=C(Nc1cc(Oc2cccc(C(F)(F)F)c2)cc([N+](=O)[O-])c1)c1cn(-c2ccccc2)nc1-c1ccccc1	-1.2	8	4	0.7
CCc1ccc(NC(=O)CSc2nnc(-c3cccs3)n2C)cc1	-0.1	26	16	1.4
Cc1nonc1NC(=O)CCN1CCCCC1	-0.7	-4	-11	0.0
COc1cc(NC(=O)N2CCC(CN3CCc4ccccc4C3)CC2)cc(OC)c1	0.8	1	3	0.0
CCc1ccccc1Nc1nc(-c2cccc(NC(C)=O)c2)cs1	4.6	-2	53*	-0.1
Cc1cc(C)c(Nc2nc3ccccc3n3nnnc23)c(C)c1	3.8	-19	-7	0.3
COc1ccc(C(C[N+](=O)[O-])c2c(O)cc(C)oc2=O)cc1 (stereo not drawn)	0.0	-10	-1	0.1
CCN1CCc2c(sc(N)c2C(N)=O)C1	2.1	0	1	0.1
CCn1c(-c2cc(C)on2)n[nH]c1=S	1.1	4	20	-0.1
CN(C)c1ccc(/C=C2\SC(N3CCN(C(c4ccccc4)c4ccccc4)CC3)=NC2=O)cc1	0.1	1	-7	-0.1
Cc1ccc(S(=O)(=O)NCC(c2ccc3c(c2)CCCN3C)N2CCCC2)cc1 (stereo not drawn)	0.5	0	9	-0.1
CN(C)N1C(N)=C(C#N)C(c2ccc(Cl)cc2Cl)C2=C1CCCC2=O (stereo not drawn)	1.4	-4	0	-0.1
O=C(Nc1ccc(Br)cc1)c1cccs1	-0.1	-45	-6	0.0

Further entries.
SMILES	GPR151 ag	TEAD-YAP block	MITF primary	FBW7 activator
COc1ccc2nc(/N=C(\N)NC(=O)Cc3ccc(Cl)cc3)nc(C)c2c1	-0.9&-0.2	-1&4	5&18	0.0&0.8
COc1cc(OC)c(NC(=O)CSc2ncnc3c2sc2ccccc23)cc1Cl	-0.3	23	7	-0.2
CC1CCN(S(=O)(=O)c2ccc(NC(=O)c3ccccc3Br)cc2)CC1	-0.9	-3	13	0.0
Cc1nnc(NC(=O)C(C)N2C(=O)c3ccccc3C2=O)s1 (stereo not drawn)	0.7	-4	5	-1.1
O=C(Cc1cn(-c2ccc(Cl)nn2)c2ccccc12)NCc1cccc(C(F)(F)F)c1	0.1	-2	-3	-0.1
CCCc1nnc(NC(=O)c2ccc(NC(=O)CC)cc2)s1	1.0	-4	0	0.0
CCOCCCNC(=O)c1oc2ccc3c(c2c1C)C(=O)CC1(CCCCC1)O3	0.4	-1	9	0.0
CCOCCCn1c(=S)[nH]c2cc(C(=O)NCc3ccc4c(c3)OCO4)ccc2c1=O	-0.2	-4	-9	0.1
O=c1cc(N2CCN(c3ccccc3)CC2)[nH]c(=O)n1-c1ccccc1F	2.1	3	-11	0.1
COc1cc(NC(=O)COc2cc(C)ccc2C)c(C(=O)O)cc1OC	0.9	-3	22	1.5
CN(C)/N=C/c1ccc(P(c2ccc(/C=N/N(C)C)o2)c2ccc(/C=N/N(C)C)o2)o1	2.0	-3	3	-0.1
COc1ccc(CCNC(=O)c2cccc(Cl)n2)cc1	-0.6	2	2	-0.1
O=C(Nc1nc(-c2c[nH]c3ccccc23)cs1)C1COc2ccccc2O1 (stereo not drawn)	-1.0	-2	-4	0.0
CC(C)C[C@@H]1NC(=O)[C@H]2CN(C(=O)NC3CCCCC3)CCN2C1=O	-1.1	11	80*	-0.2
Cc1cc(C)c2c(N)c(C(=O)NC3CC3)sc2n1	-0.2	2	2	0.0
O=C1NC(=O)N(Cc2ccccc2Cl)C(=O)/C1=C/c1ccco1	-0.2	-3	15	0.0
